HEK293 NOD2/NF-kB – inhibition of NOD2-driven NF-kB reporter – cell-based, luminescence, uHTS, HEK293 (AID 1566) | HEK293 NOD2/NF-kB luciferase reporter, luminescence; higher % means a stronger effect | inhibition, % at 4 µM, or EC50 in µM where a hit was titrated | actives 0.63% (n = 290,000); also: many of its hits are not listed in these tables
HIV peptide binding – cell-free HIV fusion peptide-binding blockers – biochemical, uHTS, fluorescence dequenching, primary screen (AID 1986). cell-free peptide binding, fluorescence dequenching, 30 min; higher % means a stronger effect. inhibition, % at 20 µM, or IC50 in µM where a hit was titrated. actives 0.3% (n = 290,000); in the data active = inhibition mostly above about 52%, no sharp cut-off; inactive = mostly below about 76%; also: some results filed as inactive read as strong as hits
KOR beta-arrestin-1 – kappa opioid receptor blockers – cell-based, luminescence, uHTS (AID 1778) | actives 0.091% (n = 290,000) | inhibition, % at 10 µM; hits with a dose series show IC50 in µM | KOR beta-arrestin recruitment, luminescence, antagonist mode; higher % means a stronger effect; also: strong numbers were not always called active
Myeloid diff 2 – promotes myeloid progenitor differentiation | ER-HoxA9 myeloid progenitors, lysozyme-GFP differentiation, flow cytometry | actives 1% (n = 360,000) | calls only at 10 µM;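 active = normalized GFP-positive differentiation at or above the plate's own cutoff, the solvent-only control mean plus 3 SD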;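 also: cells exposed to compound for four days before flow analysis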
LYP phosphatase – inhibitors of LYP phosphatase, biochemical, fluorescence intensity, uHTS (AID 1779); recombinant LYP phosphatase, fluorescence intensity; higher % means a stronger effect; one-dose inhibition, % at 11.5 µM; IC50 in µM for titrated hits; actives 0.054% (n = 290,000);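 also: plate controls were vehicle with enzyme for no effect and no enzyme for full effect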
KOR beta-arrestin-2 – KOR agonists, beta-arrestin recruitment, primary screen, cell-based, luminescence, uHTS (AID 1777). KOR beta-arrestin recruitment, luminescence; higher % means a stronger effect. activation, % at 10 µM; hits with a dose series show EC50 in µM. actives 0.02% (n = 280,000); in the data active = activation above about 50%, passing the limit was not always enough; also: a part of the inactive calls stands beside numbers as strong as those of hits
NOD1 NF-kB reporter – inhibition of NOD1-driven NF-kB reporter – cell-based, luminescence, uHTS, primary screen (AID 1578); NOD1-driven NF-kB luciferase reporter cells, luminescence; higher % means a stronger effect; one-dose inhibition, % at 4 µM; EC50 in µM for titrated hits; actives 1% (n = 290,000); in the data active = inhibition mostly above about 36%, no sharp cut-off; inactive = mostly below about 34%;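 also: HEK-293T reporter cells stimulated with the NOD1 agonist gamma-tri-DAP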
SIAH1 antagonists – blockers of Siah-1 interaction with plectin peptide – biochemical, fluorescence polarization, rhodamine-plectin, uHTS, primary screen (AID 1817). Siah-1 / rhodamine-plectin peptide fluorescence polarization; higher % means a stronger effect. displacement, % at 20 µM; hits with a dose series show IC50 in µM. actives 0.02% (n = 290,000);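 active = displacement of at least 50% at 20 µM, with a fluorescence ratio check between 0.3 and a set limit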;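 also: plate controls were Siah plus tracer with DMSO for no effect and tracer alone without Siah for full effect; strong numbers were not always called active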
Salmonella PhoP GFP – PhoP-dependent GFP reporter repression – Salmonella Typhimurium, primary screen (AID 1863) | S. Typhimurium PhoP-regulated promoter GFP reporter, 4 h; higher % means a stronger effect | actives 0.16% (n = 300,000) | inhibition, % at 50 µM, or IC50 in µM where a hit was titrated;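 active = inhibition over 29.93%, a cutoff 3 SD above the screen mean, later confirmed by dose response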;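 also: 0% = low Mg2+ inducing control and 100% = high Mg2+ repressing control; strong numbers were not always called active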
Myeloid diff 2 GFP+ MAC1+ % – further read-out of Myeloid diff 2, marked with its call; GFP+ MAC1+ double positive, %; measured here: differentiation confirmed by MAC1 staining
Numbers without * were called inactive; i = inactive; / = not tested or not shown; [ ] = remark or other dose. Rule as the data show it, unless noted: active = inhibition above about 50%; inactive = the rest. Only part of the results is shown; rates above refer to the full screens.

item	molecule	HEK293 NOD2/NF-kB	HIV peptide binding	KOR beta-arrestin-1	Myeloid diff 2	Myeloid diff 2 GFP+ MAC1+ %	LYP phosphatase	KOR beta-arrestin-2	NOD1 NF-kB reporter	SIAH1 antagonists	Salmonella PhoP GFP
1	O=C1C2C3C=CC(C3)C2C(=O)N1CCCO (stereo not drawn)	-2%	-0.5%	-22%	i	0.4	-8%	3.1%	-20%	-2%	-4%
2	Cc1cnc(C(=O)OCC(=O)c2cc(C)n(C)c2C)cn1	11%	-2.5%	6%	i	0.3	-6%	-5.1%	-15%	-1%	-9%
3	O=C(Nc1ccc(C(=O)O)cc1)/C(=C/c1ccc([N+](=O)[O-])cc1)NC(=O)c1ccccc1	2%	2.2%	-34%	i	0.0	0%	-3.9%	-20%	6%	3%
4	CNc1oc(-c2cccs2)nc1S(=O)(=O)c1ccccc1	-7%	0.6%	-6%[20 µM]	i	1.0	-6%	-1.1%	-33%	6%	-3%
5	Cc1ccccc1Cn1nc(C)c(NC(=O)c2sc3ccccc3c2Cl)c1C	6%	-7.4%	-11%	i	0.5	-2%	4.9%	18%	4%	-11%
6	CC(=O)c1c(N2CCOCC2)nc(=S)n(-c2ccc([N+](=O)[O-])cc2)c1C	10%	-0.3%	-17%	i	6.4	-6%	-8.5%	10%	3%	2%
7	O=C(Nc1ccc(Cl)cc1)OCc1cc(-c2ccccc2)on1	16%	1.1%	14%	i	0.4	-3%	-1.9%	9%	-2%	7%
8	COc1ccc(S(=O)(=O)N2CCC(C(=O)N3CCN(C)CC3)CC2)cc1Cl	-1%	-0.2%	-9%	i	0.6	-7%	1.6%	12%	0%	12%
9	N[C@@H](CO)c1cn([C@@H](Cc2cc3ccccc3[nH]2)C(=O)N2CCNCC2)nn1	18%	2.5%	25%	i	1.3	-36%	2.8%	-5%	5%	-9%
10	CN(C(=O)COC(=O)c1sc2ccccc2c1Cl)C1CCCCC1	-4%	0.5%	-17%	i	0.2	4%	8.7%	-27%	-1%	-18%
11	COc1ccc(C(=O)Nc2cccc3c2C(=O)NC3=O)cc1S(=O)(=O)N1CCOCC1	-5%	0.7%	7%	i	0.5	-10%	2.1%	12%	2%	-3%
12	CN1CCN(C(=O)/C(=C\c2cccs2)NC(=O)c2ccccc2)CC1	1%	-0.3%	-10%	/	/	-4%	3.1%	-30%	1%	-6%
13	CC(C)(C)CNc1cc(N2CCOCC2)ccc1[N+](=O)[O-]	8%	-2.6%	9%[20 µM]	i	0.0	2%	-5.5%	-32%	0%	8%
14	Cn1c(=O)oc2cc(S(=O)(=O)NCc3ccc(C(=O)O)cc3)ccc21	13%	22%	9%	i	1.5	-3%	-6.0%	-5%	1%	-20%
15	COc1ccc(C(=O)N/N=C/c2cc3ccccc3[nH]c2=O)cc1	20%	0.7%	-7%	i	0.3	-1%	-0.5%	-24%	7%	7%
16	COc1ccc(N(C(=O)CNC(=O)c2cccs2)C(C(=O)NC2CCCC2)c2cccnc2)cc1 (stereo not drawn)	-5%	-0.2%	9%[20 µM]	i	0.2	-7%	-0.7%	-34%	3%	4%
17	O=C(CC(=O)N/N=C/c1ccccc1)NCc1ccccc1	11%	-1.4%	-6%[20 µM]	i	0.5	-3%	/	-21%	6%	5%
18	c1ccc(-c2nc(N3CCCC3)nc3ccccc23)cc1	19%	0.0%	-12%	i	0.2	3%	9.7%	-2%	-2%	-1%
19	CC(CCc1ccccc1)NC(=O)COC(=O)C1=COCCO1 (stereo not drawn)	3%	-0.8%	-29%	i	0.8	-1%	1.2%	-12%	3%	-6%
20	COc1ccc(-n2nc3c(c2NC(=O)c2ccc(S(=O)(=O)N4CCOCC4)cc2)CS(=O)(=O)C3)cc1	-6%	5.7%	-13%	i	0.3	-8%	-3.4%	-29%	3%	-13%
21	Cc1cccc(Nc2nc(C)nc3c2oc2ccccc23)c1	21%	1.5%	-31%	i	0.6	-1%	-4.1%	-6%	5%	-1%
22	Cc1ccc2c(c1)N(CC(=O)Nc1ccccc1F)C(=O)CO2	12%	0.0%	-38%[20 µM]	i	0.5	0%	4.2%	-12%	5%	4%
23	COc1ccc(CCNC(=O)c2ccc(Cl)cc2Cl)cc1	12%	-1.2%	-8%	i	1.1	-4%	-4.1%	-2%	2%	3%
24	CCCNS(=O)(=O)c1ccc(CCC(=O)NCCc2ccc(OC)c(OC)c2)cc1	11%	1.9%	-15%	i	0.2	-9%	-4.2%	1%	4%	0%
25	Cc1c(NC(=O)c2cc(-c3cccc(Cl)c3)on2)c(=O)n(-c2ccccc2)n1C	21%	0.5%	-22%	i	0.3	-11%	-1.7%	-1%	6%	-4%
26	COc1ccccc1NC(=S)NC1CCCCC1	1%	-2.2%	21%	i	0.7	-6%	2.0%	0%	-5%	-5%
27	C=CCNC(=O)COc1ccc(Br)cc1Cl	-38%	-2.1%	3%	i	0.3	-8%	-2.5%	-33%	0%	8%
28	CSc1ccc(/C=N/NC(=O)c2cc(O)cc(O)c2)cc1	-25%	-0.2%	-5%	i	0.1	4%	-2.7%	-23%	-1%	-8%
29	Cc1cc(C)nc(N/N=C/c2sccc2C)n1	-27%	0.9%	-21%	i	0.3	8%	-1.2%	-58%	-3%	7%
30	COc1ccccc1CN1CC(C(=O)N2CCOCC2)CCC1=O (stereo not drawn)	10%	0.1%	-6%	i	0.0	-7%	2.1%	-19%	4%	3%

Profiles, quoted from the list. Order of screens: HEK293 NOD2/NF-kB, HIV peptide binding, KOR beta-arrestin-1, Myeloid diff 2, Myeloid diff 2 GFP+ MAC1+ %, LYP phosphatase, KOR beta-arrestin-2, NOD1 NF-kB reporter, SIAH1 antagonists, Salmonella PhoP GFP
`CN1CCN(C(=O)/C(=C\c2cccs2)NC(=O)c2ccccc2)CC1` reads 1%, -0.3%, -10%, /, /, -4%, 3.1%, -30%, 1%, -6%
`CC(=O)c1c(N2CCOCC2)nc(=S)n(-c2ccc([N+](=O)[O-])cc2)c1C` reads 10%, -0.3%, -17%, i, 6.4, -6%, -8.5%, 10%, 3%, 2%
`N[C@@H](CO)c1cn([C@@H](Cc2cc3ccccc3[nH]2)C(=O)N2CCNCC2)nn1` reads 18%, 2.5%, 25%, i, 1.3, -36%, 2.8%, -5%, 5%, -9%
`COc1ccc(CCNC(=O)c2ccc(Cl)cc2Cl)cc1` reads 12%, -1.2%, -8%, i, 1.1, -4%, -4.1%, -2%, 2%, 3%
`CCCNS(=O)(=O)c1ccc(CCC(=O)NCCc2ccc(OC)c(OC)c2)cc1` reads 11%, 1.9%, -15%, i, 0.2, -9%, -4.2%, 1%, 4%, 0%

Returning to the listing with the three entries that preceded the break.
item	molecule	HEK293 NOD2/NF-kB	HIV peptide binding	KOR beta-arrestin-1	Myeloid diff 2	Myeloid diff 2 GFP+ MAC1+ %	LYP phosphatase	KOR beta-arrestin-2	NOD1 NF-kB reporter	SIAH1 antagonists	Salmonella PhoP GFP
28	CSc1ccc(/C=N/NC(=O)c2cc(O)cc(O)c2)cc1	-25%	-0.2%	-5%	i	0.1	4%	-2.7%	-23%	-1%	-8%
29	Cc1cc(C)nc(N/N=C/c2sccc2C)n1	-27%	0.9%	-21%	i	0.3	8%	-1.2%	-58%	-3%	7%
30	COc1ccccc1CN1CC(C(=O)N2CCOCC2)CCC1=O (stereo not drawn)	10%	0.1%	-6%	i	0.0	-7%	2.1%	-19%	4%	3%
31	CCCS(=O)(=O)N1CCN(Cc2ccccc2[N+](=O)[O-])CC1	8%	-0.9%	-16%[20 µM]	i	0.6	-3%	-2.0%	-15%	3%	9%
32	Cc1ccn2c(NC(=O)c3ccccc3)c(-c3ccccc3)nc2c1	20%	-0.2%	-29%[20 µM]	i	0.8	-14%	-6.7%	2%	18%	6%
33	COc1ccc(C)cc1N(C(=O)c1ccc(F)cc1)c1nc2ccccc2s1	-10%	2.4%	0%	i	0.2	4%	-1.4%	3%	1%	14%
34	CC(C)CCNC(=O)C(c1cccnc1)N(CCc1ccccc1)C(=O)Cn1nnc2ccccc21 (stereo not drawn)	9%	3.6%	-35%	i	0.1	-6%	-2.5%	-20%	8%	2%
35	COc1ccccc1OCCC(=O)OCC(=O)NC(=O)NC(C)(C)C	5%	0.3%	-13%	i	1.1	-16%	-0.4%	-2%	1%	-5%
36	CCOC(=O)c1c(NC2=NS(=O)(=O)c3ccccc32)sc2c1CCCCC2	8%	3.9%	-9%	i	0.5	-9%	-3.9%	10%	-2%	15%
37	NC(=O)C1CCN(C(=O)CCC(=O)c2ccc(F)cc2)CC1	2%	-2.7%	-15%	i	0.5	-11%	2.3%	-8%	4%	6%
38	Cc1nc(-c2cc(C#N)c(=O)[nH]c2C)cs1	15%	0.5%	5%	i	0.4	-8%	-0.6%	-3%	11%	-1%
39	c1ccc(-c2nnc3n2NC(c2ccc4c(c2)OCO4)S3)cc1 (stereo not drawn)	-10%	3.3%	-4%	i	0.9	2%	-4.1%	-31%	3%	1%
40	CCOc1ccc(C(=O)SC2=NCCS2)cc1	24%	0.1%	-9%	i	0.5	-5%	3.9%	22%	-4%	24%
41	O=C(COC(=O)c1ccncc1)Nc1cccc(Cl)c1	16%	-2.6%	8%	i	1.0	-3%	-4.0%	-4%	4%	-6%
42	N#CCCC(CCC#N)C1=NCCc2ccccc21	-14%	1.1%	7%	i	0.5	-3%	6.3%	-13%	10%	-14%
43	COC(=O)C1CCCCN1C(=O)c1ccc2oc(C(C)C)nc2c1 (stereo not drawn)	12%	0.2%	-16%	i	0.0	-8%	6.8%	-12%	-1%	-8%
44	CCc1nnc(NC(=O)C2CCN(c3nc(C)cc(C)n3)CC2)s1	-7%	35%	28%	i	2.5	-6%	8.6%	-4%	0%	-8%
45	CCN(CC)S(=O)(=O)c1cc(OC)ccc1N=Nc1ccc(O)c2ncccc12	/	-5.6%	-5%	/	/	-2%	-1.5%	/	-11%	16%

High-throughput results (PubChem BioAssay)
